Screening results (PubChem)
HMGR II inh – blocks class II HMG-CoA reductase of Enterococcus faecalis. purified E. faecalis HMGR, NADPH absorbance 340 nm kinetic. inhibition, % at 10 µM. 190,000 compounds, 0.41% hits. AID 1066;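 active = inhibition above a set limit, the median over all tested compounds plus 3 SD, cut at about 9.5% in these data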;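 note: enzyme runs in reverse so mevalonate oxidation gives rising NADPH absorbance; 0% = complete reaction with DMSO and 100% = background rate lacking mevalonate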
TNAP act hiacc – TNAP (human) activation, high acceptor | P05186 | purified TNAP, CDP-star luminescence, 1 M DEA, 30 min; active compounds read high; 0 = EDTA background, 1 = DMSO-only activity | activation factor at 20 µM | 200,000 tested, under 10 active;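 active = activation factor at least 2 at 20 µM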
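Control set: EDTA negative control, DMSO positive control / Assay system: human TNAP / Quantity: TNAP 1/800 final / Evaluation: TNAP activation factor scaled between EDTA and DMSO control wells / Measured by: luminescent substrate turnover signal / Compound dosing: one dose, 20 µM / Times: 30 min enzyme reaction at room temperature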
G6PDH counter – counter-screen for G6PDH assay hits: L. mesenteroides G6PDH inhibition. Purified L. mesenteroides G6PDH, diaphorase/resazurin coupled fluorescence, 45 min. inhibition, % at 5 µM. 200,000 compounds, 0.12% hits. AID 1020; in the data active = inhibition above about 50%
TNAP inh hi DEA – TNAP (human) inhibition, high acceptor. P05186. purified TNAP, CDP-star luminescence, 1 M DEA. inhibition, % at 20 µM. 200,000 compounds, 0.03% hits;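 active = over 50% inhibition of tissue-nonspecific alkaline phosphatase at 20 µM in the single-dose screen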;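 note: plate controls were DMSO wells for no effect and EDTA-quenched wells as full inhibition for full effect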
Diaph inh CS – counter-screen for diaphorase-based assays: diaphorase inhibitors and chemical oxidizers; 190,000 compounds, 0.69% hits; diaphorase resazurin-to-resorufin fluorescence, NADH, 16 min; bacterial (C. kluyveri) enzyme, not human; inhibition, % at 20 µM; AID 1217;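 active = primary screen inhibition at 20 µM above a set limit, cut at about 50% in these data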;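 note: plate controls were DMSO with full reaction for no effect and wells lacking NADH for full effect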
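Test system: diaphorase enzyme from Clostridium kluyveri; amount: diaphorase at 0.14 U/mL in enzyme working solution; detection: fluorescence of resorufin formed from resazurin, Ex 544/Em 590 nm; times: reaction incubation of 16 min at room temperature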
Diaph act CS – diaphorase activation or chemical reduction counter-screen | Diaphorase/resazurin coupled assay, resorufin fluorescence, 16 min; active compounds read high; 1 = vehicle wells, 0 = NADH-free wells | activation factor at 20 µM | 190,000 compounds, 0.005% hits;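 active = diaphorase activity raised at least twofold by the compound at 20 µM; inactive = activation factor below 2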
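Material: Purified diaphorase enzyme from Clostridium kluyveri | Buffer or medium: 50 mM HEPES pH 7.4 with 4.542 mM MgCl2, 0.005% Tween 20 | Times: 16 min enzyme reaction, ambient temperature | Signal: Red resorufin fluorescence at 544/590 nm excitation/emission | Measure: Increased resorufin signal from activators or reducing compounds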
PMI act hi M6P – increases human PMI activity with near-saturating mannose 6-phosphate; P34949; coupled PMI enzyme assay, resazurin fluorescence, 20 min; active compounds read high; 1 = untreated enzyme, 0 = substrate-free blank; activation factor at 20 µM; 190,000 compounds, 0.34% hits; AID 1216;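 active = activation factor of 2 or more at 20 µM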
Target sequence (P34949 whole entry, looked up): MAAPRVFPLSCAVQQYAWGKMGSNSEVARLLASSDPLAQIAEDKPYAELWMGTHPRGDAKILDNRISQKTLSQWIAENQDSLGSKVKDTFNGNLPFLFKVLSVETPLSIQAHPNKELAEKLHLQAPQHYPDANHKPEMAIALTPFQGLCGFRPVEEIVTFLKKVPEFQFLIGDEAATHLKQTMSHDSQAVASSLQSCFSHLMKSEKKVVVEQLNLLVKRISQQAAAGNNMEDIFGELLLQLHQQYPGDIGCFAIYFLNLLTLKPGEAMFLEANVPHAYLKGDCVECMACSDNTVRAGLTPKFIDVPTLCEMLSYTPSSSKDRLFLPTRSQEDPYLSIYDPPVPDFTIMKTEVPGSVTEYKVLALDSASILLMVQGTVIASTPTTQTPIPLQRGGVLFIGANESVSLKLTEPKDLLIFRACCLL
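test system = human PMI in coupled enzyme assay | medium = HEPES-buffered pH 7.4 with magnesium and detergent | also added = 1.0 mM mannose-6-phosphate substrate with 0.22 mM NADP+ | compound = 20 µM single dose | times = 20 min incubation at room temperature | measured by = resorufin fluorescence (Ex 544/Em 590 nm) from resazurin via diaphorase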
FLuc act counter – affects firefly luciferase, flagging false hits in luciferase stimulation screens; activation factor at 10 µM; 200,000 tested, under 10 active; AID 1027; ATPlite luciferase biochemical, luminescence, 10 min; 0 = ATP-free wells, 1 = DMSO control; P08659;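 active = luciferase activation factor, scaled between plate controls, of at least 2 with compound at 10 µM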
Target sequence (P08659 whole entry, looked up): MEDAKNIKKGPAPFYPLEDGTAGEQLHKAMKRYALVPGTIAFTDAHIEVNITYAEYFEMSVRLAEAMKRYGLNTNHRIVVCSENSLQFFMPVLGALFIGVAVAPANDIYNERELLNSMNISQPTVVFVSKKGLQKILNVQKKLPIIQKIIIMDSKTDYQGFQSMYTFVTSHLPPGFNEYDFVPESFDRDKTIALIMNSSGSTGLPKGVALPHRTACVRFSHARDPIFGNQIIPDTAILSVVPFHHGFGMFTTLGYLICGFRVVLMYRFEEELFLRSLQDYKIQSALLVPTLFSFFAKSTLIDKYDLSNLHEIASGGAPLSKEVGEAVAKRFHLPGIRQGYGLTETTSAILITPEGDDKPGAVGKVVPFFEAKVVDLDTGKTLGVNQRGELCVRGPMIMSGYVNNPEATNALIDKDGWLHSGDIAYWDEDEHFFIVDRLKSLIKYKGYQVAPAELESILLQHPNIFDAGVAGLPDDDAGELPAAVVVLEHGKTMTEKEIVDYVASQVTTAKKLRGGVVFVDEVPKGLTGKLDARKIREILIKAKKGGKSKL
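Material: Luciferase/luciferin reagent mix | Doses: Test compounds dosed from 2 mM stocks in 100% DMSO | Timing: 10 min incubation after luciferase reagent addition, room temperature | Measured by: Luminescence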
TNAP inh noacc – blocks human TNAP activity with no phosphate acceptor present; purified TNAP, CDP-star luminescence, 30 min; AID 1012; 200,000 compounds, 0.26% hits; inhibition, % at 20 µM;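 active = tissue-nonspecific alkaline phosphatase inhibition above about 50% at 20 µM in the single-dose screen, limit read from the data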;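 note: 0% = DMSO negative control and 100% = EDTA positive control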
PMI activator – increases human mannose-6-phosphate isomerase activity | purified human PMI, coupled resazurin fluorescence, 20 min; active compounds read high; 1 = vehicle control, 0 substrate-free wells | activation factor at 20 µM | 190,000 compounds, 0.005% hits;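 active = activation factor of 2 or more at 20 µM, relative to plate controls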
Starred values were filed as active, the others as inactive.

A first look (two entries):
SMILES	HMGR II inh	TNAP act hiacc	G6PDH counter	TNAP inh hi DEA	Diaph inh CS	Diaph act CS	PMI act hi M6P	FLuc act counter	TNAP inh noacc	PMI activator
COc1ccc(/C=C/C(=O)NC(=S)Nc2ccc(S(=O)(=O)Nc3ccc(OC)nn3)cc2)cc1	-2	1	-11	1	19	0.8	0.8	1	6	0.8
COc1ccc(NC(=O)C2CCCO2)cc1OC (stereo not drawn)	-9	1	17	-3	4	1	1	1	-13	1

The listing, from the start:
SMILES	HMGR II inh	TNAP act hiacc	G6PDH counter	TNAP inh hi DEA	Diaph inh CS	Diaph act CS	PMI act hi M6P	FLuc act counter	TNAP inh noacc	PMI activator
COc1ccc(/C=C/C(=O)NC(=S)Nc2ccc(S(=O)(=O)Nc3ccc(OC)nn3)cc2)cc1	-2	1	-11	1	19	0.8	0.8	1	6	0.8
COc1ccc(NC(=O)C2CCCO2)cc1OC (stereo not drawn)	-9	1	17	-3	4	1	1	1	-13	1
O=C(c1cnc(-c2ccccc2)s1)c1ccc(Cl)cc1Cl	-5	1	9	-3	20	0.8	1	1	0	1
COCCn1nnnc1C(c1ccc(OC)cc1OC)N1CCN(c2ccccc2)CC1 (stereo not drawn)	-2	1	10	2	15	0.8	1.3	1	-3	1.1
FC(F)(F)c1ccc(Cl)c(N/N=C/c2ccc(N3CCOCC3)s2)c1	-1	1	6	4	19	0.8	1.4	1	5	1.5
CC1=C(C(=O)OCc2ccccc2)C(c2ccc3ccccc3c2)NC(=O)N1CCCCCC(=O)O (stereo not drawn)	-8	1	17	-4	15	0.8	1	1.1	3	1
CCN(C(=O)c1cnc(N2CCN(c3ncccn3)CC2)c2ccccc12)c1cccc(Cl)c1	-3	1	7	0	33	0.7	0.7	1.1	3	0.8
Cc1ccc(-c2nc3ccccc3s2)cc1S(=O)(=O)N1CCOCC1	-2	1	-2	-3	14	0.9	1	1.1	-10	1
COC(=O)C1=C(C)Nc2nnnn2C1c1cc(OC)ccc1OC (stereo not drawn)	2	1.1	4	-7	11	0.9	1	1	-10	0.9
CCN(C=NC1=NN(c2cccc(C(F)(F)F)c2)CC1)CC	-4	1	-5	-2	15	0.9	0.9	1	-23	0.8
Cc1c(/C=N/NC(=O)COc2ccccc2[N+](=O)[O-])c2ccccc2n1C	-1	1	11	1	13	0.9	0.9	1	5	0.9
COc1cccc(Cn2nnc(C(=O)Nc3ccc(C)cc3)c2N)c1	-3	1.1	12	-7	-2	1	1	1	-17	1
COc1ccc(NC(=S)N(Cc2ccc(N(C)C)cc2)Cc2ccco2)cc1	0	1	11	4	10	0.9	0.9	1	0	0.9
O=C(c1ccc(Cn2cc([N+](=O)[O-])cn2)o1)N1N=C(C(F)F)CC1(O)C(F)F (stereo not drawn)	0	0.9	11	8	8	0.9	1.1	1.1	4	1.1
N#Cc1ccccc1/C=N/Nc1nc(-c2ccccc2)c2cc(Cl)ccc2n1	4	1.1	5	-5	20	0.8	0.9	1.1	-10	0.9
CCCCCC(=O)NC(=S)Nc1ccccc1C(=O)OC	-9	1.1	4	-6	-6	1.1	1.1	1.1	0	1
Cc1ccc(NC(=O)CN(C)C(=S)NC2CC2)cc1	-4	1.1	-2	-5	-1	1	1.1	1.1	-9	1
CCOC(=O)c1cc(-c2cccs2)nn1CCC#N	-1	1.1	11	-8	-6	1.1	1	1	-15	1
CCc1ccc(N2CSC3=C(C#N)C(c4cccs4)CC(=O)N3C2)cc1 (stereo not drawn)	-5	1	-14	-1	34	0.7	1.7	1	-4	1.2
Cc1ccccc1-c1nc(CN2CCSCC2)c(C)o1	1	1.1	5	-6	5	0.9	1	1	-10	1
COc1ccccc1CNC(=O)C1CC(c2cccc([N+](=O)[O-])c2)=NO1 (stereo not drawn)	-4	1	3	1	9	0.9	1	1	6	1.1
COC(=O)CNC(=O)C1CCCN1C(=O)CNC(=O)OC(C)(C)C (stereo not drawn)	-6	1	-12	-3	12	0.9	0.9	1	-13	0.9
CCOC(=O)c1ccc(NC(=O)COc2ccc(S(=O)(=O)NC(C)(C)C)cc2)cc1	-3	1	-2	-2	2	1	1.1	1.1	-3	1.2
Cc1ccc(C)n1-n1cnc2sc3c(c2c1=O)CCC3	-7	1.1	8	-6	14	0.9	1	1.1	5	1
Cc1cc(NC(=O)c2cnn3cccnc23)no1	-3	1	-6	-3	-7	1.1	1	1	-5	1
CCOC(=O)c1cnc2ccccc2c1NCCO	-1	1.1	8	-6	0	1	1	1	-6	1
Cc1ccc(-c2nnc3cccc(Cl)n23)cc1	2	1	3	-4	-1	1	1.1	1	-10	1.1
COc1ccc(NC(=O)CSCC(=O)N2c3ccccc3CCc3ccccc32)cc1	-7	1	3	-4	20	0.8	0.9	1.1	-26	0.8
O=C1CCCC2=C1C(c1ccc(O)cc1)c1c(ccc3ccccc13)N2 (stereo not drawn)	-3	1	-2	-3	17	0.8	0.8	1	-12	1
CCC(C)NC(=O)C1CCC(=O)N(c2cc(OC)c(OC)c(OC)c2)C1c1ccc(OC)cc1 (stereo not drawn)	6	1.1	6	-7	12	0.9	1	1.1	-8	1.1
CC(C)(C)n1nnnc1C(c1ccc(F)cc1)N1CCN(Cc2ccc3c(c2)OCO3)CC1 (stereo not drawn)	-6	1	-14	0	8	0.9	1	1.1	3	1
CS(=O)(=O)N1CCN(c2ccc(NC(=S)NC(=O)c3cccs3)cc2)CC1	6	1	11	-2	-12	1.1	1.1	1	3	1
CCN1CCCC1CN(Cc1cc2ccc(C)cc2[nH]c1=O)C(=S)Nc1ccccc1OC (stereo not drawn)	-2	1	6	-1	5	1	0.9	1	-8	0.9
O=C(c1cnn2c(C(F)(F)F)cc(-c3cccs3)nc12)N1CCOCC1	2	1	2	-4	16	0.8	1	1	-11	1
COc1ccc(CNC(=O)c2cc(-c3cccs3)on2)cc1	-1	1	2	-1	7	0.9	1	1	2	1
CC(C)NC(=S)N/N=C/c1ccc2c(c1)OCCO2	3	1	8	0	7	0.9	1.1	0.2	-11	0.9
CCOC(=O)c1ccccc1NC(=O)Cc1ccccc1OC	4	1.1	4	-7	19	0.8	0.9	1.1	-10	0.9
Cn1c(=O)[nH]c(=O)c2c1nc1n2CCCS1	-2	1	14	-5	-1	1	1	1	-12	1
COC(=O)COc1ccc(/C=C2/NC(=O)N(CC(=O)OC)C2=O)cc1	0	1.1	5	-5	12	0.9	1	1.1	-14	1
O=C(CN1CCSCC1)N/N=C/c1ccc(Cl)cc1	-7	1	6	-1	23	0.8	0.7	1	-4	1
C=CCn1c(SCCC(=O)O)nc2c1c(=O)n(C)c(=O)n2C	-9	1	2	-5	21	0.8	0.9	1.1	-7	0.9
O=C(c1cc(-c2ccccn2)nc2c(Cl)cccc12)N1CCN(S(=O)(=O)c2ccccc2)CC1	-3	1	4	1	19	0.8	0.9	1	3	0.9
Cc1ccnc(N(C(=O)c2cccs2)C(=O)c2cccs2)c1	-5	1	0	-4	11	0.9	0.9	0.7	-9	0.9
CCOC(=O)c1cc(-c2nnc(SCC(=O)Nc3ccc(F)cc3)o2)c(C)nc1C	-5	1	1	-5	28	0.7	0.8	1.1	-17	0.7
Cc1cc(/C=N/NC(=O)c2cccnc2)c(C)n1CC(C)C	-2	1	3	2	6	0.9	0.9	0.4	-6	0.9

One compound at a time (already shown):
CC(C)(C)n1nnnc1C(c1ccc(F)cc1)N1CCN(Cc2ccc3c(c2)OCO3)CC1 (stereo not drawn) across the screens: HMGR II inh: -6; TNAP act hiacc: 1; G6PDH counter: -14; TNAP inh hi DEA: 0; Diaph inh CS: 8; Diaph act CS: 0.9; PMI act hi M6P: 1; FLuc act counter: 1.1; TNAP inh noacc: 3; PMI activator: 1
O=C(c1cnn2c(C(F)(F)F)cc(-c3cccs3)nc12)N1CCOCC1 across the screens: HMGR II inh: 2; TNAP act hiacc: 1; G6PDH counter: 2; TNAP inh hi DEA: -4; Diaph inh CS: 16; Diaph act CS: 0.8; PMI act hi M6P: 1; FLuc act counter: 1; TNAP inh noacc: -11; PMI activator: 1

Following part
SMILES	HMGR II inh	TNAP act hiacc	G6PDH counter	TNAP inh hi DEA	Diaph inh CS	Diaph act CS	PMI act hi M6P	FLuc act counter	TNAP inh noacc	PMI activator
CC(C)OC(=O)CCCNc1ccc([N+](=O)[O-])cc1[N+](=O)[O-]	-10	1	-3	3	13	0.9	1.1	1.1	5	1
CC(C)NC(=O)c1cc2c(s1)CCCC2	-5	1.1	11	-6	-6	1.1	0.9	1	-12	1
CSc1nc(N)nc(SCC(=O)c2ccccc2)c1C#N	5	1	4	-3	12	0.9	1	1.1	-9	1.1
CCn1c(COc2cccc(OC)c2)nnc1SCC(=O)N1CCOCC1	-6	1.1	3	-6	18	0.8	0.9	1.1	-2	0.9
CC(C)c1ccc(NC(=O)c2cc(Br)ccc2Br)cc1	-3	1.1	8	-5	20	0.8	0.9	1.1	-8	0.9
CCOC(=O)C(=CNc1cc(C)ccc1C)C(=O)OCC	0	1	5	-4	8	0.9	1	1.1	-11	0.9
COc1cccc(-c2csc3nnc(SCC(=O)c4ccc(NC(C)=O)cc4)n23)c1	-2	1	3	-2	-2	1	0.9	1	-10	0.9
COc1ccc(NC(=O)c2cnc3n(c2=O)CCS3)cc1OC	-5	1	0	-2	12	0.9	1	1	-11	1.1
CC(=O)c1c(C)nc2ccc(Cl)cn12	-9	1	2	-4	12	0.9	0.9	1.1	-7	1
COc1cccc(-n2c(SCC(=O)Nc3cc(C)on3)nc3c([nH]c4ccccc43)c2=O)c1	-5	1	-46	-4	28	0.7	0.8	1	-6	0.8
CCc1ccc(S(=O)(=O)/N=C2/C=C(Sc3ncn[nH]3)C(=O)c3ccccc32)cc1	9	0.9	52*	6	48	0.5	0.1	1	44	0
Cc1ccc(-c2csc(NC(=O)c3ccc(-c4ccccc4)cc3)n2)o1	-7	1	-21	-2	21	0.8	0.8	0.9	4	0.8
COc1ccc(CN2C(=O)c3ccccc3C2=O)cc1C(=O)Nc1ccccc1N1CCOCC1	-1	1	-1	-5	18	0.8	0.9	1	-9	0.9
CCCOC(=O)Nc1nnc(CCC)s1	0	1	22	-2	2	1	1	1	19	1.1
COC(=O)c1ccc(/C=N/Nc2nc(N3CCCCC3)nc(N3CCCCC3)n2)cc1	-6	1	-2	-3	16	0.8	0.9	1.1	-10	1
CCOc1ncccc1C(=O)OCC(=O)c1ccc(Cl)s1	1	1.1	26	-6	-6	1.1	1	1	-10	1
